# Salmonella PhoP GFP: PhoP regulon inhibitors, Salmonella typhi PhoP promoter GFP reporter, confirmatory (AID 1850) | Salmonella Typhi PhoP-promoter GFP reporter, fluorescence, 4 h; higher % means a stronger effect | inhibition, % at 50 µM; hits with a dose series show IC50 in µM | hit rate 0.33% among 310,000; in the data active means a potency from the dose series; inconclusive means inhibition mostly from about 25% at the one dose, without a potency; inactive means the rest, 99 in 100 with inhibition below about 19%;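 further: 0% = induced wells with vehicle and 100% = uninduced wells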
# H37Rv inhibition: M. tuberculosis growth inhibition, HTS (AID 449762). M. tuberculosis H37Rv growth inhibition, 7H9 media; higher % means a stronger effect. hit rate 0.59% among 330,000. inhibition, % at 25 µM, or IC50 in µM where a hit was titrated; in the data active means a potency from the dose series; inconclusive means inhibition above about 70% without an active follow-up result;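 further: bacterial growth assessed after seven days of incubation; strong numbers were not always called active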
# H1N1 NS1A inhibition: H1N1 influenza NS1A inhibitors, functional cell based assay (AID 504329); NS1A functional cell-based assay, percent inhibition; higher % means a stronger effect; inhibition, % at 12.5 µM; hits with a dose series show IC50 in µM; hit rate 0.3% among 340,000; in the data active means a potency from the dose series; inconclusive means inhibition above about 27% without an active follow-up result; further: strong numbers were not always called active
# tuberculosis growth: growth inhibition of non-replicating M. tuberculosis (AID 488890); Mycobacterium tuberculosis non-replicating, growth inhibition; higher % means a stronger effect; inhibition, % at 25 µM; hits with a dose series show IC50 in µM; hit rate 0.39% among 320,000; in the data active means a potency from the dose series; inconclusive means inhibition mostly from about 82% at the one dose, without a potency; inactive means the rest, 99 in 100 with inhibition below about 76%;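 further: plate controls were DMSO cells for no effect and high antibiotic wells for full effect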
# VEEV TC-83 Vero: inhibitors of VEEV TC-83 cytopathic effect, confirmation, Vero cells (AID 588727). inhibition, % at 20 µM; hits with a dose series show IC50 in µM. hit rate 0.13% among 350,000. Vero cells, VEEV TC-83 cytopathic effect inhibition; higher % means a stronger effect; in the data active means a potency from the dose series; inconclusive means inhibition mostly from about 14% at the one dose, without a potency; inactive means the rest, 99 in 100 with inhibition below about 12%; further: strong numbers were not always called active
# VEEV TC-83 Vero 10K pilot screen: further read-out of VEEV TC-83 Vero, marked with its call; inhibition, %; measured here: 10K pilot screen inhibition
# * = called active by the depositor; i = inactive; ? = inconclusive; . = not tested or not shown; ! = not confirmed by another sample.
SMILES,Salmonella PhoP GFP,H37Rv inhibition,H1N1 NS1A inhibition,tuberculosis growth,VEEV TC-83 Vero,others
Cc1noc2ncnc(Oc3ccc4ccccc4c3)c12,0%,23%,4%,13%,2.4%,
O=C(NC12CC3CC(CC(C3)C1)C2)c1ccc(Br)o1,-6%,1%,-7%,?,i,
CSc1nc2ccccc2c(=O)n1C1CCCCC1,10%,-1%,-8%,1%,2.5%,
CC(C)NC(=O)C1CCCN(S(=O)(=O)c2cccs2)C1 (stereo unspecified),-7%,-4%,1%,5%,1.3%,
CCOc1ccc(C(=O)c2cnc3ccccc3c2N2CCN(CC)CC2)cc1,0%,-2%,2%,12%,1.4%,
N#Cc1ccccc1NC(=O)COc1ccc2c(c1)OCO2,1%,-7%,0%,38%,i,
O=C1CC(N2CCN(c3ccc(O)cc3)CC2)C(=O)N1Cc1cccs1 (stereo unspecified),7%,-6%,-3%,70%,1.0%,
CCn1cc(C(=O)O)c(=O)c2ccc(C)nc21,60µM*!,2%,2%,7%,i,
C[C@@H]1CCC[C@@]2(O[C@@H](CCO)C[C@@H](O)[C@@H]2O)O1,-32%,-1%,-14%,-12%,0.1%,
COc1ccc(CNC(=O)CCS(=O)(=O)c2ccc3c(c2)CC(C)N3C(=O)C2CC2)cc1 (stereo unspecified),-4%,-1%,-4%,6%,i,
COc1ccc(Oc2ncnc3c2oc2ccc(Br)cc23)cc1,-16%,.,9%,-12%,7.0%,
Cc1c(-c2ccccc2)[nH]n2c(=O)c3c(nc12)CCCC3,-5%,-9%,-8%,1%,0.8%,
COC(=O)C1(C)CCC(C(=O)Nc2ccccc2)C1(C)C (stereo unspecified),-1%,5%,4%,5%,i,
O=S(=O)(c1ccc(F)cc1)N1CCC(N2CCCC2)CC1,1%,-10%,8%,8%,i,
O=C(N/N=C/c1cc(Cl)cc([N+](=O)[O-])c1O)C(O)(c1ccccc1)c1ccccc1,-1%,-2%,-8%,10%,1.3%,
Cc1ccc(C(=O)Cn2c(C(=O)OCCO)cc3ccccc32)cc1,-3%,49%,-1%,1%,0.1%,
CC1CCN(S(=O)(=O)c2ccc(NC(=O)Cn3nnc(-c4ccccc4)n3)cc2)CC1,-8%,3%,1%,16%,2.2%,
Cc1ccc(NC(=O)CS(=O)CC(=O)Nc2ccc3c(c2)OCO3)cc1Cl (stereo unspecified),4%,?,0%,33%,2.1%,VEEV TC-83 Vero 10K pilot screen=0.8
CN1CCN(S(=O)(=O)c2ccc(Sc3nc4ccccc4[nH]3)c3nsnc23)CC1,-6%,7%,-25%,16%,3.7%,
O=C(O)CSCC(=O)N1CCN(c2ncnc3scc(-c4ccccc4)c23)CC1,-4%,-8%,4%,-1%,1.6%,
CC(=O)OC(C(=O)N1CCN(c2ccccc2F)CC1)c1ccccc1 (stereo unspecified),-4%,9%,-5%,-7%,0.9%,
CSc1nnc(-c2ccc(C(F)(F)F)nc2C)o1,10%,5%,-2%,61%,0.4%,
OCCC1CN(C2CSCCSC2)CCN1Cc1ccccc1 (stereo unspecified),-5%,-6%,-7%,24%,i,
O=C(c1ccc(Cl)cc1)C1C2C(=O)N(c3ccccc3)C(=O)C2C2CCCN21 (stereo unspecified),.,.,-1%,.,0.4%,
Oc1ccc2oc3c(c2c1)CCCC3,8%,?,-8%,46%,0.8%,
# (cont.)
SMILES,Salmonella PhoP GFP,H37Rv inhibition,H1N1 NS1A inhibition,tuberculosis growth,VEEV TC-83 Vero,others
C#CCOCCOCCOCCNc1nc(N2CCN(C(=O)Cn3cc(CC(C)O)nn3)CC2)nc(N2CCN(C(=O)[C@H](CCCCN)n3cc(CCCC)nn3)CC2)n1 (stereo partly specified),.,.,6%,.,0.8%,
CC1(C)CC(=O)C=C(NNC(=O)C2CCCCC2)C1,2%,-8%,4%,-10%,0.2%,
Oc1ccccc1C1SC(c2ccccc2O)SC(c2ccccc2O)S1 (stereo unspecified),.,.,-3%,.,2.8%,
O=C(Nc1nnc(Cc2ccccc2)s1)c1cnccn1,-3%,62%,-12%,71%,0.1%,
CS(=O)(=O)c1cccc(NC(=O)C2CC2)c1,-6%,9%,2%,13%,0.2%,
Cc1cc(N)n2nc(C(F)(F)F)nc2n1,-3%,-2%,-3%,-26%,0.9%,
Cc1c(C(=O)NCc2ccc(F)cc2)oc2ccc(S(=O)(=O)N3CCOCC3)cc12,4%,-7%,9%,7%,6.5%,
O=C1CCCc2ccccc2N1Cc1ccccc1,3%,0%,-15%,12%,i,
CC(C)N(C(=O)C(=O)c1cccn1-c1ccccc1C#N)C(C)C,3%,-12%,5%,.,1.9%,
CN(C)S(=O)(=O)c1ccc(N2CCCC2)c(C(=O)Nc2cccc(F)c2)c1,-5%,-10%,19%,31%,2.7%,
Cn1cc(CCC(=O)N2CCC3(CC2)OCCO3)c2ccccc21,-2%,2%,-1%,-3%,2.7%,
Cc1ccccc1NC(=O)C1COc2ccccc2O1 (stereo unspecified),-7%,0%,-10%,9.3µM*,0.4%,
CC(C)CNC(=O)CSc1ccc(S(=O)(=O)N(C)C2CCCCC2)cn1,.,.,-4%,.,1.0%,
Cc1cccc(NC(=O)CSc2n[nH]c(-c3ccncc3)n2)c1C,-5%,-2%,-4%,16%,1.1%,
CCc1nnc(NC(=O)c2cc(S(=O)(=O)N3CCN(c4ccccc4)CC3)ccc2Cl)s1,-16%,-4%,9%,.,i,VEEV TC-83 Vero 10K pilot screen=1.4
Cc1cc(OCC(=O)NCCc2ccc(S(N)(=O)=O)cc2)c2c(C)cc(=O)oc2c1,4%,5%,-6%,7%,5.5%,
COc1ccc(CCNC(=O)c2ccc(OC)c(OC)c2)cc1OC,11%,-1%,-4%,0%,5.9%,
O=C(COC(=O)c1ccccc1Cl)Nc1cccnc1Cl,.,-3%,-1%,24%,2.3%,
Cc1ccn2c(=O)nc(SCC(=O)N3CCN(c4ccccc4)CC3)nc2c1,-4%,3%,-3%,11%,6.7%,
NC(=O)c1ccccc1NC(=O)Nc1cccc(Cl)c1,4%,-18%,-2%,-3%,3.5%,
Cc1sc2ncnc(Sc3ccccc3C(=O)Nc3ccc(Br)cc3)c2c1C,-7%,7%,1%,17%,8.2%,
O=C(COc1ccccc1)Nn1cnc2ccccc21,7%,8%,3%,-3%,1.8%,
Cc1ccc(S(=O)(=O)N(CC(O)CN2CCCCC2)c2cccc([N+](=O)[O-])c2)cc1 (stereo unspecified),6%,7%,-17%,-1%,i,
O=C(CSc1nnc(CNC(=O)c2ccccc2)o1)NCc1ccccc1Cl,-7%,-6%,-11%,8%,3.9%,
CC(C)OCCCn1c(-c2ccc(Br)cc2)c[nH]c1=S,11%,9%,11%,0%,0.4%,
# (list continues)
SMILES,Salmonella PhoP GFP,H37Rv inhibition,H1N1 NS1A inhibition,tuberculosis growth,VEEV TC-83 Vero,others
Cc1ccc(S(=O)(=O)Oc2cccc(/C=N/n3cnnc3)c2)cc1,-4%,5%,-3%,42%,1.4%,
CSc1nsc(SCC(=O)Nc2ccc(F)cc2F)n1,1%,20µM*,8%,?,0.3%,
CC1(C)Cc2c(sc3c2c(=O)n(-c2ccc(Cl)cc2)c(=O)n3CC(N)=O)CO1,0%,5%,8%,2%,2.6%,
CCc1ccccc1NC(=O)CN1CCN(CC(=O)Nc2ccc(-c3ccccc3)cc2)CC1,1%,4%,3%,0%,i,
CNC(=O)COC(=O)/C=C/c1ccco1,0%,11%,3%,12%,0.3%,
O=S(=O)(c1ccc(OCC(O)CNC23CC4CC(CC(C4)C2)C3)c(Cl)c1)N1CCOCC1 (stereo unspecified),5%,-3%,5%,30%,4.5%,
Fc1ccc(C2CC(c3ccco3)=NN2c2ccccc2)cc1 (stereo unspecified),5%,-3%,-7%,-2%,1.6%,
CC(C)C(NC(=O)c1ccc(F)cc1)C(=O)OCC(=O)N1CC(=O)Nc2ccccc21 (stereo unspecified),-20%,1%,-5%,-11%,0.7%,
CCOC(=O)C1=C(C)NC2=C(C(=O)CC(C)(C)C2)C1c1cccc(C)n1 (stereo unspecified),10%,-1%,-5%,4%,1.2%,
CC1CCN(C(=O)Oc2ccccc2)CC1,-5%,1%,-11%,73%,0.6%,
CC1CCCN(C(=O)c2cc3c(-c4ccc(Cl)cc4)nn(C)c3s2)C1 (stereo unspecified),-3%,3%,1%,4%,i,
O=C(Nc1ccnn1C1CCN(C(=O)c2cc(Cl)ccc2F)CC1)C1CCOC1 (stereo unspecified),-2%,0%,-2%,11%,1.3%,
CC(C)CCN1CCN(Cc2cn[nH]c2C2CCCCC2)CC1CCO (stereo unspecified),-5%,2%,8%,35%,0.8%,
COc1ccc(CN2CCOCCOCCOCCOCC2)cc1,-13%,-9%,-23%,-3%,0.7%,
Cc1cccc(NC(=O)c2cccc(C(=O)Nc3cccc(C)c3)c2)c1,-2%,12%,6%,-8%,0.3%,
COC(=O)c1ccc(N2CCCCC2)c(NC(=O)c2ccco2)c1,4%,14%,0%,22%,0.4%,
O=C(O)c1sccc1S(=O)(=O)N1CCN(c2ccc(C(F)(F)F)cn2)CC1,-14%,6%,-17%,-7%,i,
COc1ccc(C(=O)C[n+]2cccc(C)c2C)cc1[N+](=O)[O-],-1%,2%,8%,5%,0.3%,
CCOP(=O)(c1ccc(N(C)C)cc1)C(O)c1ccccc1 (stereo unspecified),-10%,1%,2%,0%,i,
Cc1ccc(C)c(NS(=O)(=O)c2cc(C(=O)Nc3ccccc3-c3ccccc3)ccc2Cl)c1,-8%,-1%,-7%,14%,i,
O=C(NCCC1=CCCCC1)C1CCN(S(=O)(=O)c2ccc(-n3cnnn3)cc2)CC1,.,.,0%,.,0.5%,
CCOc1ccccc1CNC(CC)CO (stereo unspecified),-4%,2%,6%,8%,i,
CCN(CC)c1ccc(/C=N/c2sc3c(c2C#N)C2CCN3CC2)c(O)c1,-30%,-3%,2%,14%,3.8%,
Cc1ccc(S(=O)(=O)Nc2ccc(Br)cc2/C=N/n2cnnc2)cc1,-12%,5%,-2%,23%,0.3%,
CCCCCN(C(=O)COC(=O)Cc1c(C)nc2ccccc2c1C)c1c(N)n(CCCC)c(=O)[nH]c1=O,3%,2%,-4%,13%,1.5%,
Cc1ccccc1OC1C(=O)N(Cc2ccc3c(c2)OCO3)C1c1sccc1C (stereo unspecified),-2%,5%,6%,27%,i,
COc1ccc(S(=O)(=O)N2c3ccccc3OCC2CC(=O)O)cc1 (stereo unspecified),-4%,3%,17%,-8%,i,
O=C(NCc1ccco1)c1ccc(-c2cccc(Cl)c2)o1,11%,-6%,3%,-6%,0.5%,
O=C(Cn1ncc2c([nH]c3ccccc32)c1=O)N1CCOCC1,-3%,5%,-2%,5%,5.0%,

# Taken from the entries so far for reference:
SMILES,Salmonella PhoP GFP,H37Rv inhibition,H1N1 NS1A inhibition,tuberculosis growth,VEEV TC-83 Vero,others
CCCCCN(C(=O)COC(=O)Cc1c(C)nc2ccccc2c1C)c1c(N)n(CCCC)c(=O)[nH]c1=O,3%,2%,-4%,13%,1.5%,
Cc1ccccc1OC1C(=O)N(Cc2ccc3c(c2)OCO3)C1c1sccc1C (stereo unspecified),-2%,5%,6%,27%,i,
COc1ccc(S(=O)(=O)N2c3ccccc3OCC2CC(=O)O)cc1 (stereo unspecified),-4%,3%,17%,-8%,i,
O=C(NCc1ccco1)c1ccc(-c2cccc(Cl)c2)o1,11%,-6%,3%,-6%,0.5%,
O=C(Cn1ncc2c([nH]c3ccccc32)c1=O)N1CCOCC1,-3%,5%,-2%,5%,5.0%,

# Reprinted at random: 2 compounds from above, in no set order.
SMILES,Salmonella PhoP GFP,H37Rv inhibition,H1N1 NS1A inhibition,tuberculosis growth,VEEV TC-83 Vero,others
COc1ccc(C(=O)C[n+]2cccc(C)c2C)cc1[N+](=O)[O-],-1%,2%,8%,5%,0.3%,
CCN(CC)c1ccc(/C=N/c2sc3c(c2C#N)C2CCN3CC2)c(O)c1,-30%,-3%,2%,14%,3.8%,

# 4 structures already listed, sorted by formula weight, highest first.
SMILES,Salmonella PhoP GFP,H37Rv inhibition,H1N1 NS1A inhibition,tuberculosis growth,VEEV TC-83 Vero,others
CCCCCN(C(=O)COC(=O)Cc1c(C)nc2ccccc2c1C)c1c(N)n(CCCC)c(=O)[nH]c1=O,3%,2%,-4%,13%,1.5%,
Cc1ccc(S(=O)(=O)Nc2ccc(Br)cc2/C=N/n2cnnc2)cc1,-12%,5%,-2%,23%,0.3%,
COc1ccc(S(=O)(=O)N2c3ccccc3OCC2CC(=O)O)cc1 (stereo unspecified),-4%,3%,17%,-8%,i,
COC(=O)c1ccc(N2CCCCC2)c(NC(=O)c2ccco2)c1,4%,14%,0%,22%,0.4%,

# Source: PubChem BioAssay
